Screening results deposited in PubChem by National Center for Advancing Translational Sciences (NCATS).
HCMV antiviral: blocks human cytomegalovirus replication; HFF cells, HCMV-luciferase reporter, 72 h; stronger effect = lower value; activity change, negative = inhibition, % at 57.5 µM; 4.5% of 410,000 active; AID 1259415; in the data active means activity change below about -60%; inconclusive means no clear call, values can overlap the other calls; inactive means above about -39%
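HFF cells seeded 16 h at 37C, treated with compounds, infected with luciferase-reporter HCMV at MOI 1 PFU/cell; luciferase read at 72 h post infection, normalized to buffer-only and Salinomycin controls.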
HCV inhibitor: blocks hepatitis C virus; Huh7.5.1 HCVcc-Cre infection, luciferase reporter, 44 h; 3.4% of 340,000 active; Potency, µM (top dose mostly 41.8 µM), for inactives: at the highest dose activity change, negative = inhibition, actives largely listed as inhibitors; further: potency means the concentration at half of the fitted maximal effect
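Whole-lifecycle infectious HCVcc-Cre system; cells 1,000/well, compound then virus (~0.5 moi) added 4 h after plating, 44 h culture. Luciferase read 15 sec following 15 min substrate incubation, room temp.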
TbPYK inhibitor: T. brucei pyruvate kinase inhibition | 0.12% of 410,000 active | Potency, µM (highest dose often 76.8 µM), inactives show at the highest dose activity, negative = inhibition, usual class: inhibitors | AID 624173 | TbPYK enzyme, Kinase-Glo Plus ATP luminescence, 45 min; further: potency means the concentration at half of the fitted maximal effect; nearly all actives have a fitted effect of over 50% in size
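Readout: single end-point luminescence (Kinase-Glo Plus, 10 min). Reaction conditions were TbPYK/substrate plus 130 uM ADP, 45 min at RT, pH 7.2 TEA buffer. No-enzyme wells served as controls, and data were normalized before concentration-response fitting.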
AmpC detergent: blocks E. coli AmpC beta-lactamase in detergent assay. AID 485294. Potency, µM (titrated, usually from 114 µM), inactives show at the highest dose activity change, negative = inhibition, actives largely listed as inhibitors. AmpC hydrolysis of nitrocefin, absorbance 480 nm, 0.01% Triton. 0.041% of 370,000 active;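 further: potency means the concentration at half of the fitted maximal effect; 0% = no-compound wells and -100% = no-enzyme wells; nearly all actives have a fitted effect of over 25% in size; some results filed as inactive show a strong effect at the top dose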
Target sequence (P00811 whole entry, looked up): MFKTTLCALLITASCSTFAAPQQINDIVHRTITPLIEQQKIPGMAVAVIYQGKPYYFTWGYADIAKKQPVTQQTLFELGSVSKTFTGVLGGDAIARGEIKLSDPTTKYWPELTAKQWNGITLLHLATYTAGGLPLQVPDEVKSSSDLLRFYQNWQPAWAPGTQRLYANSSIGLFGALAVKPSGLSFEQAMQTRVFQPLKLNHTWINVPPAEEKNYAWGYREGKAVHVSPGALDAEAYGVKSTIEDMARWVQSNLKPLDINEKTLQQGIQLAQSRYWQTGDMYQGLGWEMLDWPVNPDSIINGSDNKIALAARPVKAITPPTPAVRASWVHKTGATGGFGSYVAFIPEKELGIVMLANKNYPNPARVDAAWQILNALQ
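AmpC (5.3 nM in the dispensed reagent) in 20 mM phosphate pH 7.0 with 0.01% (detergent screen) or 0.0001% Triton X-100 was preincubated with compounds for 15 min at room temperature. Nitrocefin was then added from an 800 uM solution, and hydrolysis was followed at 480 nm.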
LmPK inh: LmPK (Leishmania mexicana) enzyme inhibition. Q27686. purified LmPK, Kinase-Glo ATP luminescence, 1 h. Potency, µM (highest dose often 57.5 µM), for inactives: top-dose activity change, negative = inhibition, most hits filed as inhibitors. 0.37% of 290,000 active. AID 1721; further: potency means the concentration at half of the fitted maximal effect
Target sequence (Q27686 whole entry, looked up): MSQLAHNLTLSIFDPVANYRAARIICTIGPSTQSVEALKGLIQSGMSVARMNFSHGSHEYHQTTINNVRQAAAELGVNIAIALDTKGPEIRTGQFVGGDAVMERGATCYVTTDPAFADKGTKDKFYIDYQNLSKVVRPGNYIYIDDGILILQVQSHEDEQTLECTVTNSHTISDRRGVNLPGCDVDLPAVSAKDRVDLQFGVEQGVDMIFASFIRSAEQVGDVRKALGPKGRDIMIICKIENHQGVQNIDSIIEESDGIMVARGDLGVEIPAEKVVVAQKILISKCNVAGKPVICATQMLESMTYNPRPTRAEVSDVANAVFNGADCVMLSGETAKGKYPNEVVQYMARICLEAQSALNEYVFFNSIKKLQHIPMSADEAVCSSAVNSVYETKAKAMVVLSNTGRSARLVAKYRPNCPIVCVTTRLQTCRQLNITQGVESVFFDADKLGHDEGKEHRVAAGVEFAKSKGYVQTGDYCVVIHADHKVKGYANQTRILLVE
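Pyruvate kinase activity monitored as ATP production (luciferase luminescence). Conditions: 0.1 nM enzyme, 0.5 mM PEP, 0.1 mM ADP, 1 h, RT; normalized against uninhibited and no-enzyme wells.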
AMA1-RON2 inh: inhibitors of Plasmodium falciparum AMA1-RON2 interaction; AlphaScreen AMA1-biotinylated RON2 peptide binding; Potency, µM (highest dose often 58.2 µM), inactives show at the highest dose activity change, negative = inhibition, most hits filed as inhibitors; 0.2% of 360,000 active; AID 720542;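 further: potency means the concentration at half of the fitted maximal effect; 0% = vehicle wells and -100% = peptide control; nearly all actives have a fitted effect of over 45% in size; some results filed as inactive show a strong effect at the top dose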
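AMA1 (3D7) with his tag at 25 nM final met compounds first, then biotinylated RON2 peptide at 25 nM; detection used donor plus acceptor beads, 10 µg/mL apiece, read by AlphaScreen after 30 min at room temperature.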
AmpC inh no detg: AmpC beta-lactamase inhibition without detergent | P00811 | AmpC nitrocefin hydrolysis, absorbance 480 nm, 0.0001% Triton | Potency, µM (titrated, usually from 57.1 µM), for inactives: at the top dose activity change, negative = inhibition, most hits filed as inhibitors | 0.52% of 330,000 active | AID 485341;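 further: potency means the concentration at half of the fitted maximal effect; plate controls were no compound for no effect and no enzyme for full effect; nearly all actives have a fitted effect of over 20% in size; some results filed as inactive show a strong effect at the top dose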
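AmpC (5.3 nM in the dispensed reagent) in 20 mM phosphate pH 7.0 with 0.01% (detergent screen) or 0.0001% Triton X-100 was preincubated with compounds for 15 min at room temperature. Nitrocefin was then added from an 800 uM solution, and hydrolysis was followed at 480 nm.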
Active calls of the source: *; ? = inconclusive; . = not tested or not shown; & = joins results of further samples; [ ] = remark or other dose. Unless noted, the call rests on the fitted dose curve; in most records, active means well fitted curve in the direction sought with a large enough effect; inconclusive means small, poorly fitted or top-dose-only effect, or another doubt; inactive means no such curve, though single readings can be large; an effect the other way counts as inactive or inconclusive. Unless noted, on the % scale 0 is the no-effect control and ±100 the full control effect.

| No. | structure | HCMV antiviral | HCV inhibitor | TbPYK inhibitor | AmpC detergent | LmPK inh | AMA1-RON2 inh | AmpC inh no detg |
| --- | --- | --- | --- | --- | --- | --- | --- | --- |
| 1 | COc1cccc(C2OC(=O)c3ccccc3N2C(C)=O)c1OC(C)=O (stereo not drawn) | -10.4 | -3.0% | 0.3% | 9.3% | 1.4% | 12.0% | -23.0% |
| 2 | Cc1ccc(C(=O)Nc2ccc3c(c2)OCCO3)o1 | 43.9 | -10.2% | -19.2% | ? | ? | -1.5% | -11.4% |
| 3 | CCCCNc1cc(C)oc(=O)c1C(C)=O | 5.2 | ? | 6.4% | 0.9% | -0.6% | -6.8% | -0.8% |
| 4 | CCO[C@@H]1OC(C(=O)Nc2ccccc2)=C[C@H](c2csc3ccccc23)[C@H]1CCCO | 9.1 | -23.0% | 1.6% | -6.4% | 7.1% | 3.5% | 67.3%[activator] |
| 5 | CC(=O)Nc1ccc(NC(=O)C(C)OC(=O)C23CC4CC(CC(Cl)(C4)C2)C3)cc1 (stereo not drawn) | -16.0 | 7.6% | 3.4% | . | . | -4.2% | 28.1% |
| 6 | Cc1ccc(S(=O)(=O)N(C)CC(=O)Nc2cccc(C)n2)cc1 | 2.0 | -2.9% | 2.8% | -4.5% | -1.4% | 7.3% | -15.2% |
| 7 | S=c1nc(-c2cc(Cl)ccc2Cl)[nH][nH]1 | -15.2 | 21.0% | ? | -8.6% | -1.2% | 68.2%[activator] | -26.5% |
| 8 | CCOC(=O)c1sc2nc(C)[nH]c(=O)c2c1C | -29.0 | 0.0% | -0.7% | 4.8% | -2.9% | 9.7% | -14.2% |
| 9 | COc1ccc(/C=C/C(=O)Nc2ccc3c(c2)OCCO3)cc1OC | -6.7 | ? | 2.6% | -2.1% | 1.6% | 6.5% | -29.5% |
| 10 | COc1ccccc1C(=O)N(C)c1nnc(-c2ccccc2)s1 | 26.5 | ? | 12.8% | -5.7% | 0.7% | 6.7% | 36.7% |
| 11 | O=C(NCc1ccc2[nH]c3c(c2c1)CCCC3)c1ccc(S(=O)(=O)N2CCCC2)cc1 | -79.1* | ? | -5.0% | -13.0% | -2.4% | -9.2% | -10.4% |
| 12 | CC1CC(NC(=O)CC#N)CC(C)(C)C1 (stereo not drawn) | 7.5 | 12.5% | -0.8% | -0.1% | 10.0% | 1.1% | -8.2% |
| 13 | COc1ccc(S(=O)(=O)c2ccc(OC)cc2)cc1 | -36.3 | 25.9% | 4.7% | -5.8% | 2.2% | 2.9% | -29.5% |
| 14 | O=C(Nc1c(C(=O)Nc2ccccc2)cnn1-c1ccccc1)c1ccco1 | -18.8 | 12.7% | 3.3% | -13.8% | 1.9% | -2.6% | -51.8% |
| 15 | CC(Oc1ccccc1)C(=O)N=C1SC2CS(=O)(=O)CC2N1c1ccccc1 (stereo not drawn) | -5.6 | 1.8% | 4.4% | -1.7% | -3.8% | 1.3% | 3.2% |
| 16 | CC(NS(=O)(=O)c1ccccc1Cl)C1CC2CCC1C2 (stereo not drawn) | ? | 7.4% | 7.4% | 4.5% | 4.9% | -5.3% | -25.2% |
| 17 | Cc1cc(C)c(NC(=O)Cn2nnc(S(=O)(=O)c3ccc(C)c(C)c3)c2N)c(C)c1 | ? | . | -7.6% | 7.0% | . | . | . |
| 18 | O=C(c1ccc2c(c1)OCO2)C1CCCN(CC2CCCCC2)C1 (stereo not drawn) | 3.4 | -9.7% | -7.2% | -3.0% | 2.5% | -8.2% | -21.7% |
| 19 | COc1cccc(CN(C)C(=O)c2cccc(S(=O)(=O)N3CCN(c4ccccc4)CC3)c2)c1 | -28.5 | . | -3.5% | . | . | -9.0% | . |
| 20 | c1ccc(C2CC3CC(c4ccco4)N2O3)cc1 (stereo not drawn) | 65.0 | 6.7% | 2.0% | -1.1% | 1.5% | -6.7% | ? |

The results go on.
Values in the order: HCMV antiviral	HCV inhibitor	TbPYK inhibitor	AmpC detergent	LmPK inh	AMA1-RON2 inh	AmpC inh no detg
21: Nc1ccccc1O
→ .	-16.4%	-5.2%	2.8%	.	-0.8%	-8.0%
22: Cc1cccc(N2CCN(C(=O)/C=C/c3ccco3)CC2)c1C
→ -11.0	-1.8%	-19.5%	-7.7%	0.3%	7.2%[2.32 µM]	-9.9%
23: O=c1c2ccccc2nc(/C=C/c2ccc3c(c2)OCO3)n1-c1cccc(O)c1
→ ?	-11.4%	-0.6%	?	-0.4%	-7.1%	-16.5%
24: CCc1noc(C)c1C(=O)N(C)CC(=O)Nc1ccc(Cl)c(Cl)c1
→ -14.3	9.7%[8.37 µM]	-4.1%	?	.	0.0%	-45.9%
25: CN(CCOc1ccccc1)C(=O)C1CCC(=O)N(CCCN2CCOCC2)C1 (stereo not drawn)
→ 58.9	19.8%	9.8%	-1.6%	-6.4%	1.3%	5.5%
26: O=c1c2ccccc2nc(/C=C\c2cccc(Br)c2)n1-c1ccc(O)cc1
→ -92.0*	.	7.1%	10.2%	.	.	.
27: COc1cc(C(=O)NCc2ccccc2Cl)ccc1OCC(=O)N1CCOCC1
→ -26.2	-9.1%	-2.4%	.	.	9.3%	.
28: CC1CCN(CC(O)CN2c3ccccc3Sc3ccccc32)CC1 (stereo not drawn)
→ .	?	-0.3%	-4.4%	-2.8%	-9.8%	78.4%[activator]
29: Cc1ccccc1NS(=O)(=O)c1ccc2[nH]cc(C(=O)NC(C)c3ccccc3)c(=O)c2c1 (stereo not drawn)
→ -20.2	.	7.3%	10.7%	.	.	.
30: Cc1ccc(Sc2ccc(N3CCCC(C(=O)Nc4ccc(F)cc4)C3)nn2)cc1 (stereo not drawn)
→ -24.1	.	3.8%	14.4%	.	.	.

Of the compounds above, these have a Cl atom:
Values in the order: HCMV antiviral	HCV inhibitor	TbPYK inhibitor	AmpC detergent	LmPK inh	AMA1-RON2 inh	AmpC inh no detg
5: CC(=O)Nc1ccc(NC(=O)C(C)OC(=O)C23CC4CC(CC(Cl)(C4)C2)C3)cc1 (stereo not drawn)
→ -16.0	7.6%	3.4%	.	.	-4.2%	28.1%
7: S=c1nc(-c2cc(Cl)ccc2Cl)[nH][nH]1
→ -15.2	21.0%	?	-8.6%	-1.2%	68.2%[activator]	-26.5%
16: CC(NS(=O)(=O)c1ccccc1Cl)C1CC2CCC1C2 (stereo not drawn)
→ ?	7.4%	7.4%	4.5%	4.9%	-5.3%	-25.2%
24: CCc1noc(C)c1C(=O)N(C)CC(=O)Nc1ccc(Cl)c(Cl)c1
→ -14.3	9.7%[8.37 µM]	-4.1%	?	.	0.0%	-45.9%
27: COc1cc(C(=O)NCc2ccccc2Cl)ccc1OCC(=O)N1CCOCC1
→ -26.2	-9.1%	-2.4%	.	.	9.3%	.

(more compounds)
Values in the order: HCMV antiviral	HCV inhibitor	TbPYK inhibitor	AmpC detergent	LmPK inh	AMA1-RON2 inh	AmpC inh no detg
31: O=C(CSc1nnc(-c2ccccc2)c(-c2ccccc2)n1)NCCc1ccccc1
→ -15.2	.	2.1%	0.4%	.	.	.
32: Cc1ccc(-n2nc(C)c3c(C(=O)OCC(=O)N(C)C4CCS(=O)(=O)C4)cc(-c4ccccc4)nc32)cc1 (stereo not drawn)
→ 11.2	?	1.6%	-12.7%	4.3%	5.3%	2.2%
33: CC(=O)Nc1ccc(SCC(=O)NCC2(N3CCCCC3)CCCCC2)cc1
→ ?	-7.1%	-6.4%	.	.	-6.7%	20.2%
34: COc1ccc(-c2ccc(S(=O)(=O)n3nc(OC(=O)c4cccs4)cc3N)cc2)cc1
→ -16.9	-9.9%	-1.6%	7.1%	2.9%	51.8%[activator]	-50.3%
35: Cc1ccc(S(=O)(=O)N(C)c2ccc(OC(=O)c3ccc(=O)[nH]c3)cc2)cc1
→ 0.5	-5.1%	-14.4%	3.0%	1.0%	-6.8%	42.2%
36: COc1ccc(-n2cc(-c3ccc(C)cc3)[n+]3c2SCC3)cc1
→ -102.4*	?	-1.6%	-0.7%	-5.7%	-20.4%	-12.0%
37: NS(=O)(=O)c1ccc(NC(=S)NCCc2ccccc2)cc1
→ -31.9	23.7%	?	1.4%	1.0%	0.7%	-21.8%
38: Cc1ccc(-c2cc3c(n2-c2ccc(F)cc2)CC(C)(C)CC3=O)cc1
→ -22.5	.	-2.9%	10.5%	.	.	.
39: Cc1ccc(C)c(NC(=O)C(C)N(c2ccccc2)S(C)(=O)=O)c1 (stereo not drawn)
→ -11.6	.	3.4%	13.4%	.	.	.
40: O=C(CCCc1ccccc1)Nc1ccc(S(=O)(=O)N2CCOCC2)cc1
→ -35.7	-8.1%	-0.8%	-5.4%	-0.3%	-5.6%	-7.0%
41: Cc1nonc1NC(=O)CSc1nnc(N)s1
→ -18.4	-2.2%	-5.2%	2.3%	-1.5%	2.2%	-3.3%
42: Cc1nc(-c2ccc(Cl)cc2)sc1C(=O)CBr
→ -28.1	-8.9%	-4.1%	1.5%	-0.2%	-28.0%	-39.6%
43: COc1ccc(NC(=O)C2CCCO2)cc1 (stereo not drawn)
→ 80.7	-1.9%	2.5%	?	1.2%	7.6%	-13.0%
44: Cc1c(NS(=O)(=O)c2ccc3c(c2)CCN3C(=O)C2CC2)c(=O)n(-c2ccccc2)n1C
→ 0.3	20.0%	-0.6%	-16.5%	-1.0%	15.5%	7.1%
45: CC(=O)c1ccc(S(=O)(=O)N2CCC(c3nc4ccccc4[nH]3)CC2)cc1
→ -12.3	12.9%	-7.9%	?	-4.0%	0.2%	-41.5%
46: COc1ccc(OCCCC(=O)Nc2nc(-c3ccccn3)cs2)cc1
→ ?	?	-16.5%	2.5%	3.1%	31.9%[activator]	-32.6%
47: COc1ccc(/C(=N\O)c2nccc3cc(OC)c(OC)cc23)cc1OC
→ 8.9	19.2%	4.6%	5.0%	11.0%	3.1%	-12.8%
48: Cc1csc(NC(=O)c2ccc(Cn3nc(C)c(Br)c3C)o2)n1
→ -15.7	10µM*	2.9%	-7.8%	5.8%	-3.2%	25.5%
49: COc1ccccc1CNC(=O)C1CCN(C(=O)c2sccc2-n2cccc2)CC1
→ -3.2&-37.6	?	1.7%&9.9%	2.5%&12.5%	-8.6%	4.7%	-0.4%
50: O=S(=O)(NCCOCC(F)(F)C(F)F)c1ccc2oc3ccccc3c2c1
→ ?	?	-11.4%	?	-5.8%	-16.9%	-7.7%
51: Cn1c(CN2CCCC2)nc2cc(NC(=O)c3ccco3)ccc21
→ 74.6	5.0%	-2.3%	?	-3.5%	16.8%	10.4%
52: CCOc1ccc(OCCC(=O)N(CC)CC(=O)Nc2c(F)cccc2F)cc1
→ 16.9	0.9%	3.9%	4.2%	.	-3.8%[11.6 µM]	-4.2%
